IMP-1 inhibitor: blocks Pseudomonas aeruginosa IMP-1 metallo-beta-lactamase; AID 1556; inhibition, % at 5.6 µM; purified IMP-1, nitrocefin hydrolysis, epi-absorbance fluorescence; 290,000 compounds, 0.45% hits;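 active = inhibition above the mean plus 3 SD of all compounds in the same screening run, cut at about 4.5% in these data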;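 also: 0% = IMP-1 with DMSO and 100% = DMSO wells lacking enzyme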
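System – purified recombinant IMP-1 beta-lactamase · Input – IMP-1 dispensed at 0.2 nM · Timing – 15 min preincubation plus 25 min reaction at 25 °C · Signal – Epi-absorbance fluorescence, 480 nm excitation, 530 nm emission · Measure – percent IMP-1 inhibition derived from blank-referenced optical density · Controls – Enzyme-plus-DMSO low control, enzyme-free DMSO high control · Replication – singlicate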
GPR7 antagonist: human neuropeptides B/W receptor 1 antagonism. P48145. GPR7-expressing cells, fluorescence antagonist assay. inhibition, % at 4.4 µM. 290,000 compounds, 1.1% hits. AID 1861; in the data active = inhibition above about 16%, passing the limit was not always enough;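 also: cells stimulated with the agonist NPW; 0% = agonist with vehicle and 100% = vehicle without agonist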
Target sequence (P48145 whole entry, looked up): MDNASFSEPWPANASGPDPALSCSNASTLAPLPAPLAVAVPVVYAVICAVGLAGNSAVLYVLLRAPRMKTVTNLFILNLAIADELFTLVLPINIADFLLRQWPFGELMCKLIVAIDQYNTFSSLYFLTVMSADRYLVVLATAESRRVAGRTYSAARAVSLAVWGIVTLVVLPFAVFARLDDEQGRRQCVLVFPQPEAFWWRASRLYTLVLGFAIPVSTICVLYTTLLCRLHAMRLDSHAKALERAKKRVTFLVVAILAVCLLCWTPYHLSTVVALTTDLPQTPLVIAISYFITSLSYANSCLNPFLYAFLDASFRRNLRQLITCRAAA
GalR3 antagonist: human GalR3 antagonism | O60755 | HEK293 GalR3-CNG cAMP membrane potential fluorescence; galR3 body fused to GalR1 C-terminus | inhibition, % at 3 µM | 360,000 compounds, 0.44% hits | AID 651719;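 active = inhibition above the screen-wide average plus 3 SD, cut at about 13% in these data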;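 also: forskolin and galanin both at EC90 stimulate the cells; cAMP rise reported by CNG channel membrane potential dye signal; 0% = forskolin plus galanin with DMSO and 100% = forskolin alone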
Target sequence (O60755 1-299 limits assumed): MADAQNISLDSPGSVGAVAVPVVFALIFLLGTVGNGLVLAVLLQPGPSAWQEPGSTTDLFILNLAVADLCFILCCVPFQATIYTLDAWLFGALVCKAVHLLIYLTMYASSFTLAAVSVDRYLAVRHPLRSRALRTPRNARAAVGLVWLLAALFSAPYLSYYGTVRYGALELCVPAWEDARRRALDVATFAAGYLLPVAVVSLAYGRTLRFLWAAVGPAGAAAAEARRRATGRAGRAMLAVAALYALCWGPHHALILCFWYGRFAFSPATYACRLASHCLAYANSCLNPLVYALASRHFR
OXTR ag: activates the human oxytocin receptor | P30559 | CHO-OTR cells, Fluo-8 calcium fluorescence; normalized: DMSO 0%, oxytocin 100% | activation, % at 3 µM | 320,000 compounds, 0.32% hits | AID 2435;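 active = activation above the mean of all tested compounds plus 3 SD, cutoff set per screening run, cut at about 20% in these data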;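 also: peak over basal fluorescence ratio from a 100 s FLIPR kinetic read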
V1aR counter: counter-screen for oxytocin receptor agonists: human V1a receptor agonists. CHO-V1R cells, Fluo-8 calcium fluorescence, agonist mode; 0% DMSO, 100% 3 nM vasopressin. activation, % at 3 µM. 320,000 compounds, 0.25% hits. AID 2797. P37288;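 active = activation above the mean activation of all tested compounds plus 3 SD, per screening run, cut at about 20% in these data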;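 also: signal is peak over basal fluorescence ratio across a 100 second FLIPR read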
VIM-2 inh: inhibitors of Pseudomonas aeruginosa VIM-2 metallo-beta-lactamase; purified VIM-2, nitrocefin hydrolysis, epi-absorbance fluorescence; inhibition, % at 5.6 µM; 290,000 compounds, 0.89% hits; AID 1527;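 active = inhibition above the mean of all tested compounds plus 3 SD, cutoff set per screening run, cut at about 7.5% in these data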;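 also: red hydrolysis product quenches plate fluorescence so inhibitors raise well fluorescence; 0% = enzyme with DMSO and 100% = DMSO without enzyme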
PHOSPHO1 block: PHOSPHO1 (human) inhibition. Q8TCT1. recombinant PHOSPHO1, absorbance phosphatase assay. inhibition, % at 13.3 µM. 290,000 compounds, 1.1% hits; in the data active = inhibition above about 60%
Target sequence (Q8TCT1 whole entry, looked up): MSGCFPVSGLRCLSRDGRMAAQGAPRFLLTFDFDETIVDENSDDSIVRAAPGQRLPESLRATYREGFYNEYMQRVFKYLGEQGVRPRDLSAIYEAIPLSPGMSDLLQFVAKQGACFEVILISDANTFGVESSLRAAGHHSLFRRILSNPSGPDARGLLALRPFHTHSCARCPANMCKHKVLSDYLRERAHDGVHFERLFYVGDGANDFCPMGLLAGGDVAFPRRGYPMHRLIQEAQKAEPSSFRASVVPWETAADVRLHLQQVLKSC
NS3 helicase inh: blocks Hepatitis C virus NS3 helicase unwinding; inhibition, % at 10.9 µM; 290,000 compounds, 0.56% hits; NS3 helicase DNA unwinding, Cy5 molecular beacon fluorescence;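 active = inhibition above the mean of all tested compounds plus 3 SD, set per campaign, cut at about 35% in these data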;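 also: 0% = DMSO wells and 100% = thioflavine S control wells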
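System: NS3 helicase fragment of HCV / Schedule: 1 h at 25 °C / Control set: DMSO alone as 0% and 110 µM thioflavine S as 100% / Reagent: Cy5/quencher beacon DNA duplex and ATP to start / Technique: Cy5 fluorescence / Replication: singlicate / Evaluation: % inhibition of end-to-start signal ratio versus controls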
FID counter: displaces DNA intercalator in HCV helicase counter-screen. inhibition, % at 7.9 µM. 290,000 compounds, 0.17% hits. DNA fluorescent intercalator displacement, fluorescence. AID 1845; in the data active = inhibition above about 37%;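 also: 0% = vehicle and 100% = reference compound; higher means more ethidium bromide displaced from hairpin DNA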
* = called active by the depositor; x = no result given.

SMILES	IMP-1 inhibitor	GPR7 antagonist	GalR3 antagonist	OXTR ag	V1aR counter	VIM-2 inh	PHOSPHO1 block	NS3 helicase inh	FID counter
Cc1cc(C(=O)COc2ccc3ccc(=O)oc3c2)c(C)n1C	-2.4	-0.6	-4.3	0.4	-0.1	-1.9	-3.9	2.4	-11.6
O=C(Nc1ccc2c(c1)CN(Cc1ccco1)CC2)C1CCCO1 (stereo not given)	-1.5	-12.4	-3.0	0.6	1.4	-0.5	42.7	2.1	-11.5
CC(=O)c1cccc(OCC(O)CN2CCN(S(=O)(=O)c3c(F)cccc3F)CC2)c1 (stereo not given)	-2.0	6.2	-8.9	2.5	9.3	-4.6	33.7	-7.9	-15.9
CCc1ncc(C(=O)c2ccc(OC)cc2)n1C	-1.8	-16.2	4.2	1.7	2.0	-3.3	5.2	-5.5	-2.9
CCN(C(=O)Cn1cc(C(=O)C(=O)N2CCOCC2)c2ccccc21)c1ccccc1	-1.9	5.0	-2.1	-0.7	1.0	-1.6	72.8*	0.5	-41.2
CC(/C=C/c1ccccc1)=N/NC(=O)C(O)c1ccccc1 (stereo not given)	-3.5	-3.4	-2.5	-0.8	-1.0	-4.2	0.0	-5.7	-5.0
Cn1c(=O)c2c(nc(N3CCCCC3)n2CCSc2nc3ccccc3o2)n(C)c1=O	-1.6	-5.7	x	x	x	-2.1	x	-4.1	2.4
O=C(NCC(=O)N1CCN(c2ccccc2F)CC1)c1cccs1	-2.0	-11.1	-1.6	-1.1	-0.5	-3.6	41.8	3.5	-7.3
CCN(C(=O)COc1ncnc2scc(-c3ccc(F)cc3)c12)C1CCS(=O)(=O)C1 (stereo not given)	-2.2	-1.9	-1.2	-0.8	-1.3	-0.6	-3.7	-13.4	-5.7
CC(Cc1cccs1)NC(=O)NC1CCCCC1 (stereo not given)	-2.2	-2.7	-3.6	-1.4	0.6	-2.0	-0.2	5.7	-1.3
O=C(Nc1ccccc1C(=O)N1CCCCC1)c1ccccc1C(F)(F)F	-2.2	-6.9	0.7	-0.6	0.2	-1.9	-4.3	-1.2	-7.1
CC(C)(Cc1nc2ccccc2[nH]1)C(=O)O	-0.2	1.1	-9.0	-0.1	0.7	-1.9	-18.5	-1.1	-3.0
CCNc1nc2[nH]c(=O)c3c(c2s1)OC(N)=C(C#N)C3c1ccc(C)cc1 (stereo not given)	-1.2	-8.3	0.8	0.5	-0.2	-0.7	-20.1	-0.7	-5.9
CCN(CC#CCC(O)(c1ccccc1)C1CCCC1)C(C)C (stereo not given)	-0.8	28.6*	-1.6	1.8	0.9	-1.5	35.4	-4.5	12.6
COC(=O)CSc1nc(NC#N)nc(NC(C)C)n1	-1.2	-6.3	x	0.0	1.0	-0.1	6.1	-4.1	1.4
NC(=O)NC(Cc1ccccc1)C(=O)Nc1ccc(S(N)(=O)=O)cc1 (stereo not given)	-4.2	-8.9	-2.2	0.2	-0.6	-1.5	7.8	-2.0	0.4
Cc1ccc(S(=O)(=O)NC2(C(F)(F)F)NC(=O)N(c3ccc(F)cc3)C2=O)cc1 (stereo not given)	1.7	-1.3	-8.0	-0.1	0.4	0.8	27.9	16.7	-6.7
Cc1ccc(C(=O)N2CCC3(CC2)Oc2ccc(F)cc2C(=O)C32CC(c3ccc(Cl)cc3)=NO2)s1 (stereo not given)	x	x	4.1	0.3	0.2	x	26.5	x	x
c1ccc(-c2cn(-c3ccccc3)c3ncnc(NCCCN4CCOCC4)c23)cc1	-2.2	-2.0	-3.2	0.1	0.7	3.7	-5.3	-54.7	9.6
O=[N+]([O-])c1cc2c(c(CSc3ncccn3)c1)OCOC2	-1.2	-18.1	-6.6	-2.6	-1.5	-4.9	9.5	8.9	0.2
N#CC1=C(N)Oc2cc(N)ccc2C1c1ccsc1 (stereo not given)	-3.2	-6.6	-0.8	-0.3	0.3	-1.8	14.0	12.4	-12.7
CC(C)OC(=O)c1nnc(Cc2ccc(F)cc2)o1	x	x	3.4	0.0	-0.3	x	15.2	x	x
O=C(CC12CC3CC(CC(C3)C1)C2)Nc1ccc(C(=O)O)cc1	-2.1	-7.4	-6.7	1.9	1.0	-2.3	18.7	17.6	-16.4
COc1ccc(CCN(C)C(=O)c2cc(-c3ccccc3)nc3ccccc23)cc1OC	-1.1	-1.8	-2.4	x	x	-2.0	9.6	-3.6	-45.5

A draw from above in order of molecular weight, lowest first.
SMILES	IMP-1 inhibitor	GPR7 antagonist	GalR3 antagonist	OXTR ag	V1aR counter	VIM-2 inh	PHOSPHO1 block	NS3 helicase inh	FID counter
N#CC1=C(N)Oc2cc(N)ccc2C1c1ccsc1 (stereo not given)	-3.2	-6.6	-0.8	-0.3	0.3	-1.8	14.0	12.4	-12.7
O=C(CC12CC3CC(CC(C3)C1)C2)Nc1ccc(C(=O)O)cc1	-2.1	-7.4	-6.7	1.9	1.0	-2.3	18.7	17.6	-16.4
c1ccc(-c2cn(-c3ccccc3)c3ncnc(NCCCN4CCOCC4)c23)cc1	-2.2	-2.0	-3.2	0.1	0.7	3.7	-5.3	-54.7	9.6

New compounds follow:
SMILES	IMP-1 inhibitor	GPR7 antagonist	GalR3 antagonist	OXTR ag	V1aR counter	VIM-2 inh	PHOSPHO1 block	NS3 helicase inh	FID counter
O=c1n(-c2ccccc2)c(=O)n(Cc2ccccn2)n1Cc1ccccn1	-1.9	1.5	-1.6	-0.1	0.5	-3.2	-7.9	-4.5	-0.6
Cc1ccc(C)c(OCCNc2ncccc2[N+](=O)[O-])c1	-1.5	6.6	-0.9	-1.4	-1.1	-0.7	13.8	-6.7	-2.3
c1ccc2c(c1)ncn2CCn1cnc2ccccc21	-3.0	-9.5	-6.6	0.2	0.2	-1.9	-35.9	2.9	1.7
C/C(=N/NC(=O)c1nnn(-c2nonc2N)c1-c1ccccc1)c1ccc2c(c1)OCO2	-2.0	-9.6	-3.2	2.3	2.4	-2.2	-2.2	-13.9	-17.4
COc1cccc(NC(=O)c2cc(=O)c3ccccc3o2)c1	0.2	9.6	-5.5	-0.7	3.0	0.1	-1.9	0.8	2.0
CCn1c(=O)cc(SCC(=O)NCc2ccccn2)c2ccccc21	-0.5	1.8	-6.6	-1.1	-0.3	-1.8	30.6	-8.3	-14.3
CCN(CCO)Cc1csc2c(Br)cccc12	-3.2	-2.6	0.7	0.5	1.3	-3.5	23.4	-4.3	6.8
Cc1nn(-c2ccccc2)c(C)c1/C=N/n1c(-c2ccc(Cl)cc2)n[nH]c1=S	-1.6	-2.2	-2.5	-2.4	-0.1	0.3	-11.7	-2.6	-3.4
CCCOc1ccc(N2C(=O)CC(N(C(=O)c3ccco3)c3ccc(OCCC)cc3)C2=O)cc1 (stereo not given)	-4.9	3.2	-5.3	1.1	0.0	-0.5	4.9	-0.1	-2.7
COc1ccc(OC)c(-c2cc(C(=O)N3CCN(c4ccccc4)CC3)no2)c1	-2.2	-14.1	x	-1.3	-0.2	-0.9	2.1	-16.3	-10.9
Cc1cccc(NC(=O)CSCC(=O)NCc2cccc(C(F)(F)F)c2)c1	-1.4	-13.1	-3.6	-1.5	2.8	-2.8	-10.8	-6.5	-15.8
CSc1ccccc1C(=O)N1CCCC(CNC(=O)c2ccc(F)cc2)C1 (stereo not given)	-0.9	-7.5	-7.1	-0.2	1.1	-1.2	-56.1	2.5	-17.3
Cc1csc(SCC(=O)O)n1	-1.4	-0.2	-0.6	0.1	-0.8	0.0	-12.3	0.4	-1.2
Cc1cc(C)cc(NC(=S)N2CCN(Cc3ccccc3)CC2)c1	-2.4	-9.5	-3.6	-0.6	0.0	-0.9	52.3	-5.9	-3.3
N#Cc1c(N)nc(-c2ccccc2)nc1-c1ccccc1	-2.6	-3.8	-1.0	-0.3	1.0	-3.9	-2.4	-2.0	-2.2
Cc1nc2ccccc2c(=O)n1NC(=O)Cc1ccccc1	1.5	8.3	x	x	x	1.1	x	-13.9	0.1
Oc1ccc2ccccc2c1N=Nc1ccccn1	-4.5	-8.1	-3.6	-2.6	-1.3	-1.9	-50.4	5.0	1.1
CCOC(=O)c1nccnc1C(=O)Nc1cccc(C(F)(F)F)c1	0.4	-7.7	4.7	-1.7	-1.4	1.4	40.1	2.4	-4.8
Cc1ccc(S(=O)(=O)c2nc(-c3ccc(F)cc3)oc2SCC(N)=O)cc1	-0.8	-18.6	-4.4	-0.2	0.1	0.6	-6.8	-2.3	-17.4
Cc1noc(C)c1C(=O)N1CCCC1	-1.3	-2.8	-0.4	0.2	0.7	-3.5	13.0	4.6	3.9
CCOC(=O)CNC(=O)C(=O)c1c(O)[nH]c2ccccc12	-1.7	-5.5	-4.9	-0.9	-0.1	0.7	25.6	-2.0	6.9
CCOC(=O)C1CCN(C(=O)C2CCN(c3nc4ccc(OC)cc4s3)CC2)CC1	-4.0	12.4	-2.3	3.5	4.9	-4.6	48.5	-3.0	-36.2
CC(=O)NC1CC2CCCC(C1)N2C(=O)Nc1ccccc1 (stereo not given)	-1.9	-1.3	-5.1	0.1	0.0	-1.9	36.9	-5.6	-14.9
COc1cc(OC)cc(C(=O)Nc2ccc(C(=O)c3ccncc3)cc2)c1	0.2	-2.1	-2.8	2.6	5.0	-1.8	42.7	14.6	-31.7
Cc1cc(C)n(CC(O)COc2ccccc2C(=O)Nc2ccccc2)n1 (stereo not given)	-3.3	-2.2	-5.2	0.1	1.0	-1.5	6.6	7.9	-19.4
Cc1cc(C)n(-c2ccc(C(=O)O)cc2)n1	-2.8	-6.2	0.1	0.0	0.5	-4.8	0.1	-0.1	-1.1
Nc1nc(NCCCN2CCOCC2)nc(Nc2ccccc2F)c1[N+](=O)[O-]	-3.7	-10.2	-2.1	1.0	0.8	29.2*	44.1	-32.6	16.3

Some entries already given with just VIM-2 inh:
| SMILES | VIM-2 inh |
| --- | --- |
| N#Cc1c(N)nc(-c2ccccc2)nc1-c1ccccc1 | -3.9 |
| Cc1cc(C)n(-c2ccc(C(=O)O)cc2)n1 | -4.8 |
| Cc1cc(C)cc(NC(=S)N2CCN(Cc3ccccc3)CC2)c1 | -0.9 |
| CCOC(=O)c1nccnc1C(=O)Nc1cccc(C(F)(F)F)c1 | 1.4 |
| Cc1csc(SCC(=O)O)n1 | 0.0 |

3 of the entries above in order of the VIM-2 inh value, lowest first:
SMILES	VIM-2 inh
CCN(CCO)Cc1csc2c(Br)cccc12	-3.5
CC(=O)NC1CC2CCCC(C1)N2C(=O)Nc1ccccc1 (stereo not given)	-1.9
COc1cccc(NC(=O)c2cc(=O)c3ccccc3o2)c1	0.1
